Compound activity (PubChem)
TexasRed fluor – counter-screen for TRb-SRC2 inhibitors: fluorescence interference; AID 1479; Potency, µM (series often up to 106 µM), inactives show top-dose fluorescence change, negative = quenching; hit rate 0.29% among 280,000; TRb/SRC2 Texas Red total fluorescence interference; active = well fitted curve in either direction with a large enough effect; inconclusive = small, poorly fitted or top-dose-only effect; also: % is scaled to controls: 0 for no effect and ±100 for the full control effect
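Human TRβ ligand-binding domain (0.6 uM) and Texas Red SRC2 peptide (20 nM) in Tris buffer with 1 uM T3 and 5% DMSO were incubated with pinned compound for 5 hr at ambient temperature. Total fluorescence was computed as S + 2P (555/632 nm).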
SMN2 splice enh – increases expression of the SMN2 splice variant. HEK293 SMN2-luciferase splicing reporter, luminescence, 30-36 h. hit rate 2.8% among 210,000. AID 1458. Potency, µM (highest dose often 46.1 µM), for the others: at the highest dose activity change, positive = activation, hits mostly activators; also: % of control where 0% means no effect; nearly all actives have a fitted effect of over 55% in size
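HEK293 cells carry an SMN2 minigene-luciferase reporter in which exon 7 inclusion puts luciferase in frame. Cells were seeded at 2000 cells/well, attached for 10-12 hours, then exposed to compounds for 30-36 hours at 37C before ONE-Glo luminescence.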
TRb SRC2 PPI – inhibitors of human thyroid hormone receptor beta-SRC2 interaction | AID 1469 | hit rate 0.065% among 280,000 | P10828 | Potency, µM (highest dose often 106 µM), inactives show top-dose activity change, negative = inhibition, hits mostly inhibitors | TRbeta-SRC2 peptide binding, fluorescence polarization; receptor liganded with 1 µM T3;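 also: plate controls were bound peptide for no effect and peptide without receptor for full effect; nearly all actives have a fitted effect of over 50% in size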
Target sequence (P10828 whole entry, looked up): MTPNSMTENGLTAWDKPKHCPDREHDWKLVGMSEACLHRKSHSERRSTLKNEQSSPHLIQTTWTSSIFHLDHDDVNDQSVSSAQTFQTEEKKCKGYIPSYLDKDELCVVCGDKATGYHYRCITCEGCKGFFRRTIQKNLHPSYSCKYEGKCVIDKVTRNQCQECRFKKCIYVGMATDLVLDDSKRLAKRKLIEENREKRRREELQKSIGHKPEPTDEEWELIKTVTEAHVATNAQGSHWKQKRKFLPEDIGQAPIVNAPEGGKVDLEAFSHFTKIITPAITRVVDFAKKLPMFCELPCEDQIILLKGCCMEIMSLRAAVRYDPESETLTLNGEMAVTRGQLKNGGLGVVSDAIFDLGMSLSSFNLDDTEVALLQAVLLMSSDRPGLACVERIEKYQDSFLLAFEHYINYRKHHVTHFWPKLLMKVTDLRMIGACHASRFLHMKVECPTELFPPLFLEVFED
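Decrease in fluorescence polarization of 20 nM Texas Red SRC2 coactivator peptide flagged inhibition of its binding to 0.6 uM TRb LBD; 1 uM T3 included, incubation 5 hr, ex 555/em 632 nm.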
KDM4E inh – JMJD2E (human) inhibition. AID 2147. hit rate 1.6% among 230,000. JMJD2E catalytic domain, FDH-coupled NADH fluorescence (FDH is formaldehyde dehydrogenase). Potency, µM (top dose mostly 57.1 µM), for the others: at the highest dose activity change, negative = inhibition, most hits filed as inhibitors. B2RXH2; active = well fitted inhibition curve with a large enough effect, not every such curve was filed as active; inconclusive = small, poorly fitted or top-dose-only effect, or another doubt; inactive = no such curve, though single readings can be large or run the other way;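 also: 0% = wells with enzyme and -100% = buffer wells without enzyme; nearly all actives have a fitted effect of over 50% in size; many of its hits are not listed in these tables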
RECQ1 inh – blocks DNA unwinding by human RECQ1; RECQ1 DNA unwinding, red fluorescence kinetic read; P46063; hit rate 0.54% among 240,000; Potency, µM (doses to about 57.3 µM), without a hit: at the top dose activity, negative = inhibition, hits mostly inhibitors;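 also: plate controls were vehicle for no effect and no enzyme for full effect; nearly all actives have a fitted effect of over 30% in size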
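50 nM RECQ1T1 preincubated 15 min with compound in Tris pH 8.0 buffer with MgCl2, DTT, Tween-20 and 2.5 ug/ml poly(dI-dC); started with 200 nM TAMRA/BHQ-2 forked duplex and 2 mM ATP. Unwinding read as fluorescence (525/598 nm), two reads 2 h apart.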
GoLoco inh red – inhibitors of human Gai1-RGS12 GoLoco interaction (red fluorophore). P63096. Gai1:RGS12 GoLoco peptide FP, rhodamine, 10 min. Potency, µM (titrated, usually from 61.6 µM), inactives show at the highest dose activity, negative = inhibition, actives largely listed as inhibitors. hit rate 0.44% among 230,000. AID 880; active = well fitted inhibition curve with a large enough effect, not every such curve was filed as active; inactive = no such curve, though single readings can be large or run the other way; also: % is scaled to controls: 0 for no effect and ±100 for the full control effect; nearly all actives have a fitted effect of over 30% in size; many of its hits are not listed in these tables
Target sequence (P63096 whole entry, looked up): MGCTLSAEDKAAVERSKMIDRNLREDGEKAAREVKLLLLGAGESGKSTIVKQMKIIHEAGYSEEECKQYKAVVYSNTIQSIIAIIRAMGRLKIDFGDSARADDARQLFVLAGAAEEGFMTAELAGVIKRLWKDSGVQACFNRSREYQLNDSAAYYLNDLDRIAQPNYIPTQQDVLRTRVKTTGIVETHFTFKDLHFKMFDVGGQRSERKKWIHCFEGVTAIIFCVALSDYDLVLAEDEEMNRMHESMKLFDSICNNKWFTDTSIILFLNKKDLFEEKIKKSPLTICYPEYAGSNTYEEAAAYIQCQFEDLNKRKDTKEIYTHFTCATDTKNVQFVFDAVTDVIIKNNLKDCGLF
ALDH1A1 inh – blocks purified human ALDH1A1 activity. Potency, µM (doses to about 75.3 µM), for inactives: at the top dose activity, negative = inhibition, usual class: inhibitors. hit rate 7.3% among 220,000. Purified ALDH1A1, NADH fluorescence, propionaldehyde substrate. P00352; active = well fitted inhibition curve with a large enough effect, not every such curve was filed as active; inconclusive = small, poorly fitted or top-dose-only effect, or another doubt; inactive = no such curve, though single readings can be large or run the other way;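 also: plate controls were no enzyme wells and a reference inhibitor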
LMNA splice mod – changes lamin A minigene splicing in HeLa cells; HeLa LMNA splicing GFP/RFP minigene ratio, 48 h; Potency, µM (doses to about 46.1 µM), without a hit: at the highest dose ratio change, negative = inhibition, hits mostly inhibitors; hit rate 0.01% among 200,000; AID 1487; active = well fitted inhibition curve with a large enough effect in the signal ratio, with a control signal flat, not every such curve was filed as active; inconclusive = small, poorly fitted or top-dose-only effect, or effect the other way, or a change in a side signal; the % refers to the signal ratio; also: % is scaled to controls: 0 for no effect and ±100 for the full control effect
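Read-out is the ratio of GFP to DsRed2 object intensity, acquired by 488 nm laser-scanning cytometry on HeLa lamin A-EGFP minigene reporter cells. Compound incubation 48 hrs at 37 °C in Opti-MEM with 2% FBS; DMSO 0.5% final.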
Starred values were filed as active, the others as inactive; i = inactive; ? = inconclusive; . = no result given; [ ] = dose if it differs, or a comment. Unless noted, calls follow the shape of the dose curve; as a rule, active = well fitted curve in the direction sought with a large enough effect; inconclusive = small, poorly fitted or top-dose-only effect, or another doubt; inactive = no such curve, though single readings can be large; an effect the other way counts as inactive or inconclusive. Potency is read from the fitted curve at half-maximal effect. The list is partial; count on the stated rates, not on these rows.

The line under a structure holds: TexasRed fluor | SMN2 splice enh | TRb SRC2 PPI | KDM4E inh | RECQ1 inh | GoLoco inh red | ALDH1A1 inh | LMNA splice mod
#1 NS(=O)(=O)c1ccc(NC(=O)CSC2CCCCC2)cc1
→ -1% | -11% | -1% | 2% | 4% | -2% | 4% | 5%
#2 COc1ccc(N2C(=O)CN=C2Nc2nc(C)cc(C)n2)cc1
→ -6% | 0% | -24% | -7% | 9% | 6% | -14% | 8%
#3 C=CCN1C(=O)NC2(CCCCC2)C1=O
→ 0% | -7% | -4% | -5% | -8% | 2% | 11% | 2%
#4 Cc1ccccc1Nc1c(-c2ccc(N3CCOCC3)cc2)nc2cnccn12
→ 1% | . | -9% | ? | 15% | -1% | . | .
#5 Cc1cccc(NC(=S)NC2CCCC2)n1
→ -6% | -13% | -2% | -1% | i | 7% | ? | .
#6 COC(=O)COc1cccc2c(=O)n(CC(=O)NCc3ccccc3)ccc12
→ 2% | . | -3% | ? | -2% | -7% | . | .
#7 CCS(=O)(=O)N1Cc2ccccc2CC1C(=O)Nc1nnc(SCc2ccc(C#N)cc2)s1 (stereo not given)
→ 1% | -18% | 6% | ? | 0% | -11% | -8% | ?
#8 CO/N=C/C(C#N)=C/c1cc(C(=O)c2ccccc2)cn1C
→ -4% | -42%[inhibitor] | -2% | -1% | 0% | 9% | -5% | .
#9 CCOC(=O)CC1CCCCN1Cc1cn[nH]c1-c1ccc(F)cc1F (stereo not given)
→ -2% | . | 3% | 4% | -1% | 18% | 13% | ?
#10 CCOC(=O)CC1C(=O)NCCN1C(=O)c1c(F)cccc1F (stereo not given)
→ -3% | 1% | -17% | -13% | -8% | 11% | 7% | 11%
#11 Cc1ccsc1/C=N/NC(=O)CNC(=O)c1ccc(S(=O)(=O)N2CCOCC2)cc1
→ 0% | 2% | 0% | 5% | 9% | 1% | 1% | 4%[46 µM]
#12 CS(=O)(=O)N1CCC(C(=O)Nc2ccc(OCc3ccccc3)cc2)CC1
→ -3% | -2% | -12% | -2% | -11% | 7% | 5% | -4%
#13 O=C(COCc1nc2ccccc2c(=O)[nH]1)NC1CCCC1
→ -2% | -36%[inhibitor] | -1% | 6% | -4% | 1% | -10% | 3%
#14 CN(C(=S)NC1CCCCC1)C1(c2ccccc2Cl)CCCCC1=O (stereo not given)
→ -1% | 14% | -2% | 2% | -7% | 1% | -4% | -5%
#15 Cn1c(=O)c2c(nc(Br)n2CCCc2ccccc2)n(C)c1=O
→ -10% | -26% | -1% | -6% | i | -12% | ? | ?
#16 Cc1nnc(SCC(=O)c2cc(C)n(-c3ccc4c(c3)OCO4)c2C)s1
→ 1% | . | -6% | -3% | -12% | . | ? | ?
#17 S=c1[nH]nc(-c2cccnc2)n1/N=C/c1ccc(Br)s1
→ -3% | -15% | -4% | -22% | -1% | -3% | ? | 3%
#18 Cc1c(C(=O)NCCCN2CCOCC2)sc2nc(-c3ccccc3)cn12
→ -5% | 4% | 2% | 1% | 1% | 10% | 5% | -6%
#19 CN1CC=C2C(C#N)=C(N)C(C#N)(C#N)[C@H](c3cccs3)[C@H]2C1
→ 4% | -6% | -10% | ? | -2% | -9% | ? | -9%
#20 C#CCNC(=O)C1=C[C@H](c2ccc3c(c2)OCO3)C[C@H](OCc2ccc(CO)cc2)O1
→ -1% | . | 1% | -27% | -1% | 4% | 28µM* | .
#21 Fc1ccc(N=c2ssnc2Cl)c(F)c1
→ -2% | -7% | -4% | ? | -1% | -11% | 2.5µM* | ?
#22 Cc1ccc(/C=N/NC(=O)CSc2nc3ccccc3o2)cc1
→ -9% | . | -1% | 1% | i | 15% | 5% | 7%
#23 CC1(C)NC(=O)N(CCCCOc2ccc(Cl)cc2C=O)C1=O
→ 1% | -12% | 2% | ? | i | -14% | ? | -20%[46 µM]
#24 Cc1ccc(S(=O)(=O)NCc2csc(-c3cccs3)n2)cc1
→ -5% | . | -2% | ? | -8% | 7% | . | .
#25 O=C(Nc1ccccc1N1CCOCC1)c1ccc(Cl)c(S(=O)(=O)NCc2ccco2)c1
→ 1% | -2% | 1% | 0% | i | 2% | 4% | .
#26 COc1cc(OC)cc(-c2cc3nc(C)c(CCC(=O)O)c(=O)n3[nH]2)c1
→ 0% | -5% | -10% | ? | -6% | 25% | ? | -5%
#27 CCOC(=O)C1Oc2ccccc2C(c2cccc3ccccc23)=C1C(=O)OC (stereo not given)
→ -7% | . | 0% | . | -2%[81.1 µM] | 7%[88.7 µM] | ? | .
#28 Cc1ccc2cc(CN(CCN3CCOCC3)C(=O)NCc3ccccc3)c(=O)[nH]c2c1C
→ 1% | 3% | 6% | ? | 3% | 0% | ? | 7%
#29 CO[C@@H]1COC(=O)[C@H](CCSC)NC(=O)C/C=C\[C@@H](C)COC(=O)[C@@H]2CCCN2C(=O)C/C=C\[C@H]1C
→ 3%[11.2 µM] | . | -1%[11.2 µM] | . | i[11.5 µM] | . | 0%[13.5 µM] | .
#30 CN(C)CCCOc1nc2c(c(=O)n(C)c(=O)n2C)n1C
→ 1% | ? | 1% | 12% | 0% | 1% | -3% | -2%
#31 Fc1ccc(NC(=S)N2CCCC(c3ccccc3)=N2)cc1
→ 0% | . | -2% | 9% | 5% | -2% | 4% | .
#32 Cc1c(C(=O)N(C)C2CCCCC2)sc2nc3ccc(N)cc3n12
→ -2% | . | -7% | . | -1% | 0% | ? | .
#33 Cc1c(NC(=O)c2coc(=O)c(Br)c2)c(=O)n(-c2ccccc2)n1C
→ 1% | -34%[inhibitor] | 1% | ? | 0% | -5% | 3% | ?
#34 C=CCn1c(Cc2csc(N)n2)nnc1SCc1ccc(C(=O)OC)cc1
→ -2% | . | -9% | -3% | -1% | 0% | ? | 3%
#35 C/C=C(/C)C(=O)Nc1cccc(C2=NOC3(C2)C[C@@H](C(N)=O)N(C(=O)/C=C/CC)C3)c1 (stereo not given in full)
→ 0% | . | -8% | 10% | -9% | 9% | . | .
#36 Cc1ccc(CS(=O)(=O)CCC(=O)NCCCOC(C)C)cc1
→ -1% | 6% | -9% | 6% | -11% | 13% | 0% | -4%
#37 CCCC1(C)NC(=O)c2ccccc2O1 (stereo not given)
→ -4% | . | -4% | 4% | 0% | 16% | 6% | 9%[46 µM]
#38 CCN(CC)CCCNc1nc(-c2ccccc2)nc2ccccc12
→ -3% | 1% | -5% | 1% | 0% | 2% | -3% | -16%
#39 O=C(O)c1cc(=O)c2c(OCC(O)COc3cccc4oc(C(=O)O)cc(=O)c34)cccc2o1
→ -5% | -13% | 3% | -7% | -2% | 2% | -3% | ?
#40 COc1ccc(NS(=O)(=O)c2cc(C)ccc2OC)cc1OC
→ -1% | ? | -6% | 5% | i | 11% | 10% | -20%
#41 COC(=O)C1C(O)=CC(=O)CC1C (stereo not given)
→ 7% | 0% | -25% | 4% | i | 0% | ? | -5%
#42 Cc1cccc(CCNC(=O)CCS(=O)(=O)c2ccc(Br)cc2)c1
→ -1% | -19% | -1% | 4% | -4% | -11% | ? | .
#43 O=C(/C=C/c1cccc([N+](=O)[O-])c1)NC(=S)Nc1cccc(NC(=O)c2ccccc2Cl)c1
→ -3% | -54%[inhibitor] | -5% | 1% | i | 7% | ? | 14%
#44 CCOC(=O)C1=C(C)OC(N)=C(C#N)C1c1cc(Cl)c(OCC(N)=O)c(OC)c1 (stereo not given)
→ 0% | -2% | -1% | -15% | -2% | 18% | 8% | 4%
#45 CCOC(=O)c1cnc2c(C)c(Cl)ccc2c1Nc1ccc(S(=O)(=O)Nc2ncccn2)cc1
→ -7% | 26% | -3% | 10% | -4% | 3% | 6% | -7%
#46 Nc1nnc(CC(=O)N/N=C/c2ccc(-c3ccc(F)cc3)o2)s1
→ 1% | . | 3% | ? | 5% | 2% | . | .
#47 CCOc1ccccc1NC(=O)c1cc(C(=O)c2cc(Br)ccc2O)coc1=N
→ -4% | -52%[inhibitor] | 8% | ? | -19% | 20% | ? | .
#48 COc1cc(/C=C/C(=O)OCC(=O)N2CCCCCC2)ccc1OCC#N
→ 3% | 10% | -2% | ? | i | 3% | ? | 20%[46 µM]
#49 O=S1(=O)CC(N2CCCCC2)C(N2CCCCC2)C1 (stereo not given)
→ -3% | -9% | 1% | 1% | i | 0% | 0% | -4%
#50 Cc1sc2ncnc(SCC(=O)NC3CC3)c2c1C
→ -9% | -12% | 3% | ? | -3% | 10% | -28% | -5%
#51 COc1ccc(-c2csc3nc(C)n(-n4cccc4)c(=O)c23)cc1
→ -6% | -3% | -1% | ? | -14% | -3% | -5% | -1%
#52 O=C(NCCC(=O)N1CCOCCOCCOCCOCC1)OCc1ccccc1
→ -1% | . | -4% | 1% | 6% | 9% | . | .
#53 c1ccc(Nc2nnc(-c3cccc4ccccc34)o2)cc1
→ 0% | . | -1% | ? | -12% | 7% | . | .
#54 Cc1ccn(C(=O)c2ccc(NC(=O)C3CC3)cc2)n1
→ -5% | . | 2% | ? | i | 11% | -4% | .
#55 CNC(=O)c1[nH]cnc1C(=O)N[C@@H](C)C(=O)OC(C)(C)C
→ -1% | . | -4% | -4% | 4% | -4% | -2% | .
#56 COC(=O)CC(=O)CSc1nc2c(cc1C#N)CCC2
→ -7% | 1.3µM* | 13% | ? | 1% | 2% | ? | 17%
#57 O=C(Nc1ccc(N2CCOCC2)cc1)c1cn2ccccc2n1
→ -1%[53 µM] | ? | -12%[53 µM] | ? | i | 0% | 2% | 7%[0.0737 µM]
#58 OCC1(Cc2ccccc2C(F)(F)F)CCN(Cc2cccc3cnccc23)CC1
→ -5% | . | -1% | -8% | -3% | 3% | -4% | .
#59 CC(C)C[C@H](NC(=O)c1nc[nH]c1C(=O)NCCCCCNC(=O)OC(C)(C)C)C(=O)OC(C)(C)C
→ -1% | . | 8% | 1% | -22% | 2% | -3% | .
#60 CCN(CC)c1ccc(CNc2nc3ccccc3n2CCN2CCOCC2)cc1
→ -6% | -25% | -1% | -9% | i | -7% | ? | -10%[46 µM]
